Screens (PubChem)
TCR CD3 inh = inhibitors of human TCR-CD3 interaction. TAMRA-labeled TCR probe fluorescence, biochemical. inhibition, % at 9.4 µM. 0.37% of 360,000 active. AID 651800; in the data active = inhibition above about 19%;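 note: recombinant mutant TCR 2C K166C tagged with TAMRA read by polarization; 0% = receptor in buffer alone and 100% = receptor with positive control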
PG9 Ab binder = small molecules binding HIV-1 gp120 antibody PG9. AID 624416. 0.43% of 360,000 active. TR-FRET gp120-PG9 antibody binding. inhibition, % at 6.7 µM; in the data active = inhibition above about 8.5%
HTRA1 inhibitor = HTRA1 (human) protease inhibition; 0.5% of 340,000 active; inhibition, % at 5.96 µM; recombinant HTRA1, FP-rhodamine activity-based probe, fluorescence polarization; AID 504803; in the data active = inhibition above about 36%;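 note: 0% = enzyme with DMSO and 100% = wells lacking enzyme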
Target sequence (Q92743 whole entry, looked up): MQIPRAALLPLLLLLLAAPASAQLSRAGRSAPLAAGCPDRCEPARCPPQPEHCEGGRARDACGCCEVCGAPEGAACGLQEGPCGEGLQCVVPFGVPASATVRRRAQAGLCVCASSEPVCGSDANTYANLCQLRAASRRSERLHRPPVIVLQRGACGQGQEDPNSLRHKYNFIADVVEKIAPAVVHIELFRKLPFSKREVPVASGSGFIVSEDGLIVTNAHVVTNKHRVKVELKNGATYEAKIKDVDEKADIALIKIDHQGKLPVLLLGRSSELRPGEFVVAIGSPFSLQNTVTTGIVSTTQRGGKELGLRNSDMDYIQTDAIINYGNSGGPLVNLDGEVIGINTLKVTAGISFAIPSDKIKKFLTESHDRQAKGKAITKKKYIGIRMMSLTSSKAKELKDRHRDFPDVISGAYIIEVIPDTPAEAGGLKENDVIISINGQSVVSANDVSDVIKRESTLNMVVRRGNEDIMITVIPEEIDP
mABHD4 FP = inhibitors of mouse ABHD4; purified mABHD4, FP-Rh probe fluorescence polarization; inhibition, % at 8.92 µM; 0.54% of 370,000 active; AID 720543;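 active = inhibition exceeding the mean over every tested compound plus 3 SD, cut at about 30% in these data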;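 note: 0% = plate median of compound wells and 100% = S159A mutant with DMSO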
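system = mouse ABHD4 enzyme, wild type | medium = HEPES pH 7.0, NaCl, Pluronic buffer | also added = FP-Rh probe | incubation = Enzyme–compound pre-incubation 45 min, then probe 60 min, both 25 °C | technique = fluorescence polarization, excitation 525 nm, emission 598 nm, BODIPY TMR filters | controls = S159A mutant high control, sample median low control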
PRMT1 FP inh = inhibitors of human PRMT1; recombinant PRMT1, activity-based probe fluorescence polarization; inhibition, % at 2.79 µM; 1.3% of 370,000 active;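 active = inhibition above about 21% made by adding two undisclosed values, limit read from the data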
TDP2 inh = blocks human TDP2 phosphodiesterase activity; inhibition, % at 12.8 µM; O95551; 0.34% of 370,000 active; recombinant TDP2, T5PNP hydrolysis, p-nitrophenol absorbance 415 nm;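 active = inhibition above the mean of all tested compounds plus 3 SD, set per campaign, cut at about 25% in these data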;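 note: 0% = DMSO with enzyme and 100% = buffer with substrate but no TDP2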
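Test system: human TDP2 enzyme; Input: 120 nM TDP2 per well; Buffer or medium: Mg2+-containing Tris-HCl buffer, pH 7.5; Reagent: 5 mM T5PNP; Dosing: 12.8 µM single point, 1% DMSO; Incubation: reaction 2 h, 37 °C; Detection: p-Nitrophenol epi absorbance; Read-out: % inhibition relative to enzyme-containing and enzyme-free wells; Replicates: single well per compound.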
LEDGF integ inh = blocks HIV-1 LEDGF/p75-dependent DNA integration; TR-FRET IN-LEDGF/p75 DNA integration, Eu/Cy5; inhibition, % at 3.7 µM; 0.64% of 370,000 active;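 active = inhibition above the screen-wide mean plus 3 SD, cut at about 13% in these data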;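 note: signal is the Cy5 over europium emission ratio at 671 and 618 nm; 0% = plate median of compound wells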
SIAE inh = inhibitors of human sialic acid acetylesterase SIAE | SIAE FP-Rh probe binding, fluorescence polarization | Q9HAT2 | inhibition, % at 9.66 µM | 0.69% of 370,000 active;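 active = inhibition above a cutoff: mean of compounds within the control limits plus 3 SD of those, cut at about 17% in these data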;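 note: 0% = plate median of compound wells and 100% = probe without SIAE protein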
Target sequence (Q9HAT2 whole entry, looked up): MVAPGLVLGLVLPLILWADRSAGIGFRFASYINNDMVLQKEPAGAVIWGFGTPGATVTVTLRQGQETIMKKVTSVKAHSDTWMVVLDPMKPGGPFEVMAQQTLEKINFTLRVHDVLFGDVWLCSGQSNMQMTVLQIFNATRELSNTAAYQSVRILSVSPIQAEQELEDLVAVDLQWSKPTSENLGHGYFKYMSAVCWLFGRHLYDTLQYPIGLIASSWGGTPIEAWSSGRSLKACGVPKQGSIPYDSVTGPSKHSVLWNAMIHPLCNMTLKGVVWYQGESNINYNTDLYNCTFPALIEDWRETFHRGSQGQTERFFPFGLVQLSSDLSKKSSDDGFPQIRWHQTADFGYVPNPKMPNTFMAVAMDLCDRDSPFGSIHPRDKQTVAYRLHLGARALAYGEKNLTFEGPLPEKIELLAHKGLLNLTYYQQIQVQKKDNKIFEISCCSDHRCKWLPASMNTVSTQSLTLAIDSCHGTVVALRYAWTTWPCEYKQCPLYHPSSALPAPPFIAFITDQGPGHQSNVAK
UHRF1 MBD2 ctr = blocks human UHRF1 binding to methylated DNA | Q96T88 | UHRF1 binding to methylated oligo, TR-FRET | inhibition, % at 4.4 µM | 0.75% of 370,000 active | AID 687016; in the data active = inhibition above about 21%;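 note: UHRF1 SRA domain binding a hemimethylated CpG hairpin DNA probe; 0% = median of test compound wells and 100% = reference inhibitor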
DDE Tn7 FP inh = inhibitors of Tn7 peptide binding to human fibrin DD(E); FP displacement of FITC-Tn7 peptide from fibrin DD(E); 0% = median of compound wells per plate; inhibition, % at 8.3 µM; 0.13% of 370,000 active; AID 720508;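 active = inhibition above the mean of compounds falling within the control limits plus 3 SD of them, cut at about 14% in these data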;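 note: 0% = plate median of compound wells and 100% = 10 µM Aha-Tn7 peptide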
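Test system – human fibrin DD(E) · Times – 10 min preincubation, 3 h with tracer, room temperature · Detection – fluorescence polarization of the labelled Tn7 tracer · Measure – percent inhibition normalized to high-control wells · Benchmarks – high control wells with 10 µM unlabelled Aha-Tn7 peptide (full inhibition) · Repeats – singlicate testing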
The depositor's hits bear a star; / = no result given. Outcome played no part in choosing rows; any-hit rate near 4.2%.

SMILES | TCR CD3 inh | PG9 Ab binder | HTRA1 inhibitor | mABHD4 FP | PRMT1 FP inh | TDP2 inh | LEDGF integ inh | SIAE inh | UHRF1 MBD2 ctr | DDE Tn7 FP inh
COc1ccc(/C(N)=N/OC(=O)CSc2ccc(C)cc2)cc1OC | 0.7 | -0.6 | -19.8 | -3.9 | -0.9 | 6.4 | 0.4 | -3.2 | -0.6 | 8.6
CC(=O)Nc1ccc(CN(C)CC2CCCN(CCc3cccc(C(F)(F)F)c3)C2)cc1 (centres undefined) | 3.3 | -2.2 | -5.8 | 4.0 | -2.2 | 8.7 | -2.3 | 3.8 | -1.0 | -6.4
CCCNCc1cc(Br)ccc1OCC(=O)NCCc1ccccc1 | 3.1 | -0.2 | 0.5 | 4.0 | -4.8 | -1.1 | -1.5 | -1.6 | -2.9 | -4.0
CSCc1c(C(=O)Nc2ccc3c(c2)OCO3)oc2ccccc12 | 4.5 | -2.0 | -28.6 | -1.1 | -1.3 | 5.3 | 3.2 | 2.7 | -1.5 | -0.5
O=C(CNC(=O)C1CCCCC1)Nc1cc(Cl)ccc1Cl | 0.8 | -2.6 | -4.2 | -10.7 | -1.4 | -15.8 | 2.3 | -0.1 | 3.0 | -2.3
CC(NC(=O)c1cncc(Br)c1)c1ccc(S(N)(=O)=O)cc1 (centres undefined) | -5.5 | 2.1 | -0.8 | 10.7 | 10.3 | -9.9 | -1.3 | -4.9 | 5.0 | 5.3
COc1ccc(CNS(=O)(=O)c2ccc(OC)cc2)cc1 | 2.1 | -0.2 | -9.1 | -9.1 | -1.7 | -12.3 | -4.0 | -2.1 | 3.4 | -1.4
CCc1cccc(NC(=O)C2CCN(S(=O)(=O)c3ccc4c(c3)CC(C)N4C(C)=O)CC2)c1 (centres undefined) | 5.2 | -0.9 | -19.6 | 1.4 | -3.3 | -4.5 | -2.3 | 5.4 | 1.4 | 4.8
CCC(CC)NC(=O)O[C@H]1CC[C@@]23CCCN2C(=O)CCC[C@H]3C1 | / | / | / | 2.0 | 2.5 | -12.0 | -2.4 | -0.4 | 1.0 | -3.2
CC(=O)NC(CC(=O)NCCc1ccccc1)c1ccccc1 (centres undefined) | 2.1 | 1.3 | 2.0 | 4.2 | -2.1 | 2.8 | -1.7 | 2.2 | 2.2 | 3.3
Cn1nc(C(=O)N2CCOCC2)c2ccccc2c1=O | -6.3 | 1.3 | 3.0 | -5.0 | -4.4 | 2.7 | 1.6 | 4.4 | -2.8 | -7.2
Cc1cccn2cc(CCNS(=O)(=O)c3cccs3)nc12 | -0.1 | 0.5 | -5.0 | 0.5 | -1.6 | 9.1 | -1.0 | 3.5 | -0.2 | -1.1
CSc1nc(=S)n(-c2cc(C)ccc2C)c(C)c1C(C)=O | -4.3 | -1.7 | -2.6 | 4.1 | 4.5 | 12.4 | -3.9 | 0.1 | 1.7 | 1.0
COc1ccc(CCNC(=O)CCn2c(=O)[nH]c3cc(OC)c(OC)cc3c2=O)cc1OC | 4.8 | 2.0 | 5.5 | -8.2 | 0.1 | 9.6 | 0.8 | -1.9 | -0.4 | 7.7
O=C(CCc1ccc(S(=O)(=O)NCCc2ccccc2)cc1)N1CCN(Cc2ccc3c(c2)OCO3)CC1 | -1.6 | -0.8 | -5.4 | -2.8 | 1.0 | 2.5 | 3.4 | -1.1 | 4.5 | 0.1
COc1ccc(/C(O)=C2\C(=O)C(=O)N(CC3CCCO3)C2c2cc(OC)ccc2OC)cc1 (centres undefined) | -6.4 | 1.6 | 0.1 | 2.0 | 3.6 | 6.4 | 0.6 | 2.3 | -2.7 | -7.0
Cc1ccc(-c2cc(-c3ccccc3C)[nH]n2)c(O)c1 | 1.1 | -2.9 | -15.2 | -16.1 | 1.1 | -10.3 | 5.4 | -11.2 | -0.3 | -11.6
NCCNC(=O)c1c(O)c2cccc3c2n(c1=O)CCC3 | 4.2 | 1.0 | 3.8 | -0.4 | 1.3 | -6.0 | 3.9 | -2.6 | 1.3 | -7.0
O=C(Cn1cc2c(n1)CCCC2)Nc1ccccc1Br | 4.2 | 0.8 | -2.8 | -1.2 | 2.7 | -3.2 | -1.2 | -11.4 | 0.7 | 1.1
COc1ccccc1C1CCN(Cc2ccccc2Cl)CC1 | -14.6 | -0.2 | -5.9 | -5.5 | -2.6 | -15.3 | 6.2 | 2.0 | 2.4 | -4.3
CN1CCN(C(=O)C2CCC(C)(C(=O)O)C2(C)C)CC1 (centres undefined) | -4.0 | -1.1 | -0.1 | 3.6 | -0.9 | 4.5 | -2.7 | 3.1 | 5.5 | 1.8
COc1ccc(C(=O)O)cc1S(=O)(=O)N(C)CCc1ccccn1 | 2.9 | -2.1 | 3.7 | -4.1 | -7.3 | -2.3 | 2.5 | 12.7 | -1.1 | -4.0
CC1COc2ccccc2N1C(=O)c1ccc(F)cc1 (centres undefined) | 6.3 | -1.1 | -4.2 | -2.2 | 2.9 | -5.6 | -2.1 | 8.0 | 0.1 | 5.1
CCc1cccc(CC)c1NC(=O)CSc1nnc(CCC(=O)O)c(=O)[nH]1 | -0.5 | -1.6 | 5.5 | 2.5 | 5.8 | -6.9 | -0.2 | 2.6 | 0.2 | 0.7
O=c1[nH]c(=O)n(C2CC(O)C(CO)O2)cc1Br (centres undefined) | -4.0 | -1.0 | -2.0 | 3.3 | -0.7 | 1.5 | -3.8 | -0.3 | 0.0 | -0.2
Cc1ccc(-c2cc(C(=O)NCCN3CCOCC3)no2)cc1 | -3.2 | 1.8 | -1.7 | -2.0 | 2.7 | 2.4 | 0.4 | -7.3 | 4.7 | -4.0
Cc1cc(N/N=C(/CCC(=O)O)C(=O)O)nc2ccccc12 | -9.9 | -1.5 | 3.5 | 6.7 | -1.2 | 3.5 | 1.1 | -1.3 | -2.8 | -5.2
COc1ccc(NC(=O)C2CCCN2S(=O)(=O)c2ccc(Cl)cc2)cc1 (centres undefined) | -1.9 | -1.3 | -5.0 | -7.8 | -7.0 | -15.1 | 5.9 | -1.1 | 0.6 | -5.4
COC(=O)C1=C[C@@H](C(=O)OC)[C@@H]2C3=C(C(=O)C2(C)C)[C@H](C)n2c(=O)n(-c4ccccc4)c(=O)n2[C@@H]3C1 | -6.3 | -0.4 | -9.5 | -0.6 | 2.8 | -10.0 | -0.2 | -3.9 | 11.0 | -2.8
CC(=O)Nc1cc(O)cc(O)c1 | 0.9 | -1.5 | 6.2 | 2.3 | 0.8 | -8.8 | -8.9 | 3.0 | 3.3 | -4.2

The closing two compounds of the part before are carried over, then new ones follow:
SMILES | TCR CD3 inh | PG9 Ab binder | HTRA1 inhibitor | mABHD4 FP | PRMT1 FP inh | TDP2 inh | LEDGF integ inh | SIAE inh | UHRF1 MBD2 ctr | DDE Tn7 FP inh
COC(=O)C1=C[C@@H](C(=O)OC)[C@@H]2C3=C(C(=O)C2(C)C)[C@H](C)n2c(=O)n(-c4ccccc4)c(=O)n2[C@@H]3C1 | -6.3 | -0.4 | -9.5 | -0.6 | 2.8 | -10.0 | -0.2 | -3.9 | 11.0 | -2.8
CC(=O)Nc1cc(O)cc(O)c1 | 0.9 | -1.5 | 6.2 | 2.3 | 0.8 | -8.8 | -8.9 | 3.0 | 3.3 | -4.2
O=C(O)CN(Cc1ccco1)S(=O)(=O)c1ccc(F)cc1 | -8.3 | 2.7 | 7.0 | -11.7 | 0.7 | -1.7 | 5.8 | -4.4 | 5.3 | 3.4
COc1ccc(CNC2CCCC2)c(OC)c1OC | 3.0 | 1.9 | 0.4 | 0.9 | -1.9 | -18.0 | -1.2 | -3.7 | 4.4 | 4.2
COc1ccccc1Cn1c(C)c(C(=O)NCc2ccc3c(c2)OCCO3)sc1=O | 4.6 | -0.1 | / | -7.5 | -1.5 | 1.7 | -1.4 | 4.8 | -1.2 | 4.4
C=CCN1C(=O)c2ccccc2Sc2ccc(C(=O)NCC(OC)OC)cc21 | 5.2 | -2.0 | 3.6 | -9.9 | -5.2 | -9.4 | 3.5 | 1.0 | 0.1 | -8.6
CCOC(=O)c1c(S(=O)(=O)NCC(=O)N2CCN(c3ccc(OC)cc3)CC2)c(C)n(C)c1C | 0.1 | -1.1 | -2.9 | 4.5 | -0.4 | 15.5 | 0.2 | -9.2 | -1.7 | -2.2
CCC[N+](CC#CCO)(CC#Cc1ccccc1)CCC | 5.3 | -0.2 | 2.6 | -1.9 | 0.8 | 6.2 | -1.9 | 2.3 | -2.5 | 4.4
O=C(CCCC(=O)OCC(F)(F)C(F)F)Nc1ccc(NC(=O)CCCC(=O)OCC(F)(F)C(F)F)cc1 | 3.2 | 0.8 | 4.0 | 3.6 | -0.4 | -0.5 | -2.1 | 1.5 | 1.0 | 4.2
CCN1CCc2[nH]c3ccccc3c2C1 | -4.2 | -1.9 | 5.1 | -1.9 | -7.4 | -0.3 | 2.5 | 0.9 | 0.6 | -5.1
CC[C@H](C)[C@H](NC(N)=O)C(=O)NCCc1ccc(OC)c(OC)c1 | -6.1 | 1.8 | 8.7 | 1.5 | 0.5 | 24.7* | -1.4 | -4.7 | -0.3 | 8.6
O=C(CSc1nnc(-c2ccc(Cl)cc2)n1-c1ccccc1)Nc1ccc(Oc2ccccc2)cc1 | / | / | / | -4.1 | 3.8 | 1.5 | 2.7 | -0.7 | 3.4 | -1.7
CCNC(=O)COC(=O)C1C(C(=O)OCC)=C(C)NC(C)=C1C(=O)OCC | -1.1 | -0.7 | -1.2 | 3.6 | 2.2 | 7.6 | 0.3 | 2.3 | -0.2 | 0.6
CC(=O)N1CC23C=CC(CC2CC12CCCCCC2)O3 (centres undefined) | -4.9 | -2.2 | -1.1 | -1.9 | 2.3 | -0.1 | 1.8 | -1.6 | 3.0 | 6.3
CCS(=O)(=O)N1CCC(C(=O)NCc2cccc(OC)c2)CC1 | -2.0 | 2.4 | 6.5 | 11.2 | 0.1 | 6.6 | -3.0 | -3.9 | 2.6 | -3.3
O=C1CSC(=S)N1/N=C/c1c(F)cccc1F | -0.1 | 0.0 | 0.3 | 7.0 | 17.2 | 7.7 | 3.0 | 2.4 | -7.1 | 4.8
CC1=CC(=O)C=CC1(C)C(Cl)(Cl)Cl (centres undefined) | 3.1 | -1.4 | -0.9 | 4.0 | -1.0 | -3.1 | 3.5 | 1.9 | -0.7 | -0.9
COc1cccc(NC(=O)c2cc3c(=O)n4ccccc4nc3n(CC(C)C)c2=N)c1 | 2.0 | -0.9 | -13.4 | -4.7 | 2.8 | -7.6 | 0.7 | -6.6 | 2.3 | 9.8
CS(=O)(=O)c1ccc(NC(=O)CCN2C(=O)NC3(CCCC3)C2=O)cc1 | 3.8 | 0.9 | 8.6 | 3.4 | 2.6 | 3.0 | 0.0 | -0.5 | -0.5 | -11.3
Cc1ccc2nc(SCC(=O)Nc3cc(C)on3)c(C)cc2c1 | 1.5 | 17.7* | -3.1 | -1.0 | -0.5 | 11.8 | 1.4 | 1.5 | -0.8 | 6.9
C(=N\C(/N=C/c1ccco1)c1ccco1)/c1ccco1 | 1.6 | -1.5 | 11.6 | 14.1 | 12.5 | 9.5 | 7.9 | 5.1 | 1.0 | -1.4
